Bioassay records as filed in PubChem.
TrxR1 substrate: substrates of rat thioredoxin reductase 1; Potency, µM (titrated, usually from 114 µM), for the others: top-dose activity change, negative = substrate turnover; AID 588456; purified TrxR1 substrate turnover, NADPH consumption readout; O89049; hit rate 0.01% among 390,000; further: potency means the concentration at half of the fitted maximal effect; on the % scale 0 is the no-effect control and ±100 the full control effect; nearly all actives have a fitted effect of over 50% in size
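Rat TrxR1, dispensed at 90 nM, was prereduced with 400 uM NADPH (final) for 5 min at ~22 deg C, then incubated with compound 15 min before 400 uM selenite. A first-read NADPH fluorescence drop versus no-compound background flagged substrates.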
GRP78 ERSR act: ER stress response induction in glioma. U87-MG GRP78 promoter luciferase reporter, 16 h. Potency, µM, for inactives: at the top dose activation, actives largely listed as activators. hit rate 0.02% among 420,000. AID 602332; further: potency means the concentration at half of the fitted maximal effect; series mostly up to about 76 µM; % of control where 0% means no effect; nearly all actives have a fitted effect of over 35% in size
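Stably transfected U87-MG glioma cells carrying a GRP78-based luciferase sensor; 16 h compound incubation. Luminescence end-point read 10 min after Bright-Glo addition at room temperature.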
USP1 inh: USP1/UAF1 (human) deubiquitinase inhibition; O94782; recombinant USP1/UAF1, Ub-Rhodamine cleavage fluorescence; Potency, µM (top dose mostly 57.1 µM), for the others: top-dose activity change, negative = inhibition, hits mostly inhibitors; hit rate 0.23% among 390,000; further: potency means the concentration at half of the fitted maximal effect; on the % scale 0 is the no-effect control and ±100 the full control effect; nearly all actives have a fitted effect of over 60% in size; inactives centre near -12
Target sequence (O94782 whole entry, looked up): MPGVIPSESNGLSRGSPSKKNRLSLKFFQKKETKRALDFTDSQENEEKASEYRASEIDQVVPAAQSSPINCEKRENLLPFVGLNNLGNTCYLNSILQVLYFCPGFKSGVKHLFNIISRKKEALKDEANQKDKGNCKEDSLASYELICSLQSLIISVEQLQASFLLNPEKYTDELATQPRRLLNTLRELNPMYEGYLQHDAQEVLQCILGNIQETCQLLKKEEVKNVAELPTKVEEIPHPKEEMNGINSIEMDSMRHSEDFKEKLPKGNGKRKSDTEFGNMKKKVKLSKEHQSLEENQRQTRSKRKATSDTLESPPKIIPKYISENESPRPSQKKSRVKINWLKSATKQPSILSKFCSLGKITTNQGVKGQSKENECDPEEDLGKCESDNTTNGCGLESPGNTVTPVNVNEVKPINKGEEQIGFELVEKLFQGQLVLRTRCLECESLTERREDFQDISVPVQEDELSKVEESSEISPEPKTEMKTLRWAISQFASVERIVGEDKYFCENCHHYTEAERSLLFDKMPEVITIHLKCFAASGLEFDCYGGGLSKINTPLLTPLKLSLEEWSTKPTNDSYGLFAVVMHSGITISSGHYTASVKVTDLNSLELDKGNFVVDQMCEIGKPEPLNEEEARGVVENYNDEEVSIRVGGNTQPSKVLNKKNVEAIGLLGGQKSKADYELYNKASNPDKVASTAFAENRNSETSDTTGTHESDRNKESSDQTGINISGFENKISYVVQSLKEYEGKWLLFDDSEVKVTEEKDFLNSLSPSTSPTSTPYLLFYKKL
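USP1/UAF1 complex at 1 nM was preincubated with compound for 15 min at room temperature, then Ub-Rho substrate (150nM final) was added. Fluorescence (480/540 nm) was read kinetically, 6 reads every 60 seconds.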
RGS4 inh: inhibitors of human regulator of G protein signaling 4 | Potency, µM (top dose mostly 114 µM), without a hit: at the top dose activity change, negative = inhibition, usual class: inhibitors | Transcreener GDP fluorescence polarization, RGS4-accelerated GTP hydrolysis | hit rate 0.039% among 390,000; further: potency means the concentration at half of the fitted maximal effect; on the % scale 0 is the no-effect control and ±100 the full control effect; nearly all actives have a fitted effect of over 75% in size; some results filed as inactive show a strong effect at the top dose
Target sequence (P49798 whole entry, looked up): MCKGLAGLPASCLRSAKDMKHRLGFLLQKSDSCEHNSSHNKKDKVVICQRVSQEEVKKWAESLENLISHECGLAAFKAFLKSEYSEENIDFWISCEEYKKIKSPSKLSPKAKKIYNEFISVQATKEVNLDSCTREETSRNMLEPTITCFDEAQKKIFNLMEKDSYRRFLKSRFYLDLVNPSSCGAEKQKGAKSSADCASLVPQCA
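MLSMR compounds (23 nl, pin-transferred) preincubated 10 min at room temperature with a 500nM (2x) first reagent, then RGS4 at 900nM (2x) plus Transcreener GDP mix added; fluorescence polarization (620/688 nm) read before and after 90 min at 30 °C.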
TrxR1 inh: blocks rat thioredoxin reductase 1; hit rate 1% among 390,000; O89049; AID 588453; Potency, µM (titrated, usually from 114 µM), for the others: at the top dose activity change, negative = inhibition, hits mostly inhibitors; recombinant rTrxR1, NADPH fluorescence consumption, selenite substrate; further: potency means the concentration at half of the fitted maximal effect; on the % scale 0 is the no-effect control and ±100 the full control effect; nearly all actives have a fitted effect of over 65% in size
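Rat TrxR1 (90 nM in the dispensed reagent) was pre-reduced with 400 uM NADPH for 5 min at room temperature, then incubated with compound for 15 min. After 400 uM selenite was added, NADPH fluorescence (Ex 340/Em 450 nm) was followed for 8 min.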
Vif-A3F inh: inhibitors of Vif-A3F interaction; HeLa A3F-eYFP + Vif (tagged APOBEC3F with the HIV-1 protein that degrades it), YFP fluorescence increase; Potency, µM (highest dose often 46.1 µM), for inactives: at the highest dose activity, negative = active; hit rate 0.2% among 390,000; further: potency means the concentration at half of the fitted maximal effect; % of control where 0% means no effect; nearly all actives have a fitted effect of over 65% in size
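HeLa cells stably expressing A3F-eYFP plus Vif, plated and incubated overnight at 37 deg C, then exposed to compounds overnight at 37 deg C. Blocked degradation read as raised yellow fluorescence (Ex 488/Em 500-530).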
IDH1 R132H inh: inhibitors of human mutant IDH1 R132H; O75874; IDH1-R132H enzyme, NADPH consumption, diaphorase/resazurin fluorescence; Potency, µM (titrated, usually from 76.6 µM), for the others: top-dose activity change, negative = inhibition, usual class: inhibitors; hit rate 0.093% among 390,000; further: potency means the concentration at half of the fitted maximal effect; on the % scale 0 is the no-effect control and ±100 the full control effect; nearly all actives have a fitted effect of over 65% in size
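IDH1-R132H (0.5 ug/mL dispensed) in pH 7.5 Tris buffer was preincubated 30 min with compound, then given a substrate mix of 0.016 mM NADPH and 2 mM alpha-KG for 80 min at room temperature; remaining NADPH was read by diaphorase/resazurin fluorescence.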
Vif-APOBEC3G blk: blocks the Vif interaction with human APOBEC3G; AID 602310; HeLa A3G-eYFP + Vif (tagged APOBEC3G with the HIV-1 protein that degrades it), YFP fluorescence, overnight; hit rate 0.076% among 410,000; Q9HC16; Potency, µM (doses to about 46.1 µM), for the others: top-dose activity, negative = active, actives largely listed as inhibitors;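 further: potency means the concentration at half of the fitted maximal effect; on the % scale 0 is the no-effect control and ±100 the full control effect; nearly all actives have a fitted effect of over 60% in size; hits raise eYFP signal because A3G escapes Vif-driven loss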
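Read-out is eYFP fluorescence (Ex 488/Em 500-530) from Vif-expressing HeLa A3G-eYFP cells; more signal means A3G escaped Vif-mediated degradation. Cells plated overnight, compound pinned in, incubated overnight at 37 deg C.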
LDHA inh: blocks human lactate dehydrogenase A; P00338; hit rate 0.15% among 480,000; purified LDHA, NADH/diaphorase-resazurin fluorescence; hits give low values; activity change, % (values are at about 110 or 230 µM); in the data active means activity change below about -30%; inconclusive means mostly about -25% to -30%;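 further: plate controls were DMSO wells for no effect and wells without enzyme for full effect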
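Human LDH5 (2 nM) was incubated with 0.06 mM NADH and 0.2 mM pyruvate for 5 min at room temperature in Tris pH 7.4. Remaining NADH was coupled through diaphorase/resazurin, and resorufin fluorescence was read at 0 and 20 min.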
Numbers without * were called inactive; ? = inconclusive; · = not tested or not shown; & = joins results of further samples; [ ] = dose if it differs, or a comment. Unless noted, the call rests on the fitted dose curve; in most records, active means well fitted curve in the direction sought with a large enough effect; inconclusive means small, poorly fitted or top-dose-only effect, or another doubt; inactive means no such curve, though single readings can be large; an effect the other way counts as inactive or inconclusive.

SMILES	TrxR1 substrate	GRP78 ERSR act	USP1 inh	RGS4 inh	TrxR1 inh	Vif-A3F inh	IDH1 R132H inh	Vif-APOBEC3G blk	LDHA inh
Cc1ccc(NC(=O)Cn2c(=O)n(CCCS(=O)(=O)C3CCCCC3)c(=O)c3ccccc32)cc1F	5%	-2%	-18%	-31%	6%	-3%	11%	-4%	2
COc1ccc(CNC(=O)CN2C(=O)CCn3nc(-c4ccccc4)cc32)c(OC)c1	-1%	-3%	10%	-3%	26%	-1%	-20%	-2%	-7
c1csc(-c2nc3nc4ccccc4nc3n2Cc2ccc3c(c2)OCO3)c1	14%	11%	-17%	-3%[11.4 µM]	12%[57.1 µM]	5%	10%	4%	-5
Cc1ccc(OCC(=O)Nc2ccc(N3CCOCC3)cc2)c([N+](=O)[O-])n1	-4%[57.1 µM]	0%	-11%	15%	16%[57.1 µM]	-6%	-4%	1%	2
CNC1(C)C2CCC(C2)C1(C)C (stereo not given)	2%[57.1 µM]	-1%&-5%	·	6%[56.9 µM]	-6%[57.1 µM]	·	·	·	·
Cc1ccc(C2CC(=O)NC(SCC(=O)Nc3nccs3)=C2C#N)cc1 (stereo not given)	-6%[57.1 µM]	-2%	-18%	-15%	13%[57.1 µM]	-2%	12%	-6%	-2
CN1CCN(C(=O)NC2CCCN2S(=O)(=O)c2ccc(Cl)cc2)CC1 (stereo not given)	-4%	-7%	-17%	41%	-6%	2%	-1%	-1%	-5
CC(C)COc1ccc(C(=O)Nc2ccc(NC(=O)c3ccco3)c(Cl)c2)cc1	47%[activator]	-4%	-14%	-4%	9%	1%	6%	-8%	-6
CCOC(=O)N1CCC(N2CCN(C3CCCC3)C(CCO)C2)CC1 (stereo not given)	12%[11.4 µM]	-2%	-8%	-6%	32%[11.4 µM]	?	26%	1%	-6
CN(C)S(=O)(=O)N1CCN(CC(=O)Nc2ccc(F)cc2)CC1	1%	0%	-20%	7%	17%	-22%	9%	0%	0
CCCCOC(=O)c1cc(=O)[nH]c(=O)[nH]1	3%[57.1 µM]	-2%	?	2%	-7%[57.1 µM]	4%	-5%	0%	0
O=C(/C=C/N1CCN(Cc2ccccc2)CC1)C(F)(F)F	-9%	3%	-7%	27%	16%	-3%	11%	0%	-12
CCc1cc2c(cc3c(=O)n(CC(=O)N4CCCCC4)nc(CC)n32)s1	4%	1%	-18%	16%	9%	-2%	0%	1%	-6
O=C(C1CC1)N1CCc2cc(Br)cc(S(=O)(=O)NCc3ccc4c(c3)OCO4)c21	13%[57.1 µM]	-4%	-19%	29%	16%[57.1 µM]	3%	2%	-3%	4
CC1(C)C2CCC1(C(=O)O)c1nc3ccccc3nc12 (stereo not given)	-8%	-2%	-13%	-8%	-12%	11%	0%	-1%	-9
O=C1OCCN1S(=O)(=O)Nc1ccccc1	-4%[57.1 µM]	-12%	-9%	-10%	8%[2.29 µM]	0%	-7%	2%	1
O=C(/C=C/c1ccc([N+](=O)[O-])cc1)NCCc1ccc(F)cc1	1%	-1%	-20%	-22%	19%	0%	8%	2%	-1
C[C@@H](C(=O)Nc1ccccc1N1CCOCC1)N1C(=O)C2CC=CCC2C1=O (stereo not given in full)	11%[57.1 µM]	1%	-1%	-5%	9%[57.1 µM]	-4%	3%	0%	5
N/C(=N\OC(=O)CCn1cccc(C(F)(F)F)c1=O)c1ccc(OC(F)(F)F)cc1	9%	-5%	-18%	-1%	23%	4%	8%	-1%	-6
CCC(CC)c1nnc(NC(=O)c2c(C)nn(Cc3ccccc3Cl)c2C)s1	-5%[57.1 µM]	5%	-12%	4%	-2%[57.1 µM]	4%	-1%	-1%	2

The final two compounds of the part before lead into the next:
SMILES	TrxR1 substrate	GRP78 ERSR act	USP1 inh	RGS4 inh	TrxR1 inh	Vif-A3F inh	IDH1 R132H inh	Vif-APOBEC3G blk	LDHA inh
N/C(=N\OC(=O)CCn1cccc(C(F)(F)F)c1=O)c1ccc(OC(F)(F)F)cc1	9%	-5%	-18%	-1%	23%	4%	8%	-1%	-6
CCC(CC)c1nnc(NC(=O)c2c(C)nn(Cc3ccccc3Cl)c2C)s1	-5%[57.1 µM]	5%	-12%	4%	-2%[57.1 µM]	4%	-1%	-1%	2
c1ccc2c(c1)CCCn1nnnc1-2	7%	-2%	-19%	-26%	24%	-2%	5%	-2%	-2
O=C(NC(CO)C(=O)OCc1ccccc1)OCc1ccccc1 (stereo not given)	1%	-3%	-15%	13%	0%	?	3%	-3%	-6
CC(C)(CO)NCc1cccc(OCc2ccc(Cl)cc2)c1	9%[57.1 µM]	1%	1%	1%	-6%	4%	0%	-2%	-3
Cc1ccc(-c2c(C(=O)NCc3ccccc3)oc(=O)c3ccccc23)cc1	6%[57.1 µM]	0%&-4%	-7%&-18%	-23%&-5%	10%[57.1 µM]	4%&3%	0%&2%	-9%&-1%	-3&-5
CC1CCCCN1C(=O)COC(=O)c1ccc(N2CCCC2=O)cc1 (stereo not given)	1%	3%	-15%	9%	8%	3%	10%	0%	2
Cn1c(=O)cc(OCCCC(=O)NCc2ccccn2)c2ccccc21	-8%	-1%	-10%	66%[activator]	-16%	-1%	14%	2%	-2
O=C(Nc1ccc(N2CCOCC2)cc1)c1cccnc1	20%[57.1 µM]	-2%	-4%	-24%	-10%[57.1 µM]	1%	0%	-1%	9
CCOC(=O)c1c(NC(=O)C2=C(C)NC(=S)NC2c2ccc(C)cc2)sc(C)c1C (stereo not given)	13%[57.1 µM]	-4%	-13%	-29%	21%[57.1 µM]	15%	-7%	0%	-6
O=C(CSCc1ccccc1)NCCc1ccc(F)cc1	2%	-1%	-26%	-8%	13%	7%	-1%	0%	-2
O=C(NNC(=O)c1ccco1)c1ccccc1	-4%	-1%	-8%	-9%	-1%	1%	4%	1%	-4
COc1cccc(OCCNC(=O)c2cc([N+](=O)[O-])cc([N+](=O)[O-])c2)c1	-17%[57.1 µM]	-4%	-18%	-9%	9%[57.1 µM]	-23%	1%	-4%	1
O=C(COc1cc2oc(=O)c3c(c2cc1Cl)CCC3)NCCCn1ccnc1	2%	-3%	-10%	-17%	15%	-2%	10%	5%	-1
CCOC(=O)c1cc2c(n(-c3ccccc3)c1=O)CC(C)(C)CC2=O	20%	-5%	-10%	-13%	2%	4%	0%	0%	-1
COc1ccc(N2C(=O)C(F)(F)C2c2ccc(C)cc2)cc1OC (stereo not given)	-2%	-4%	-19%	-48%	-6%	-23%	8%	-10%	2
NS(=O)(=O)c1cccc(NC(=O)CSc2nnc3n2CCCCC3)c1	-3%	-4%	-18%	2%	12%	0%	-4%	2%	1
Cc1ccc(C(=O)CCC(=O)Nc2ccccc2C)c(C)c1	1%	5%	2%	36%	25%	1%	-1%	0%	-1
Cc1ccc(N=Cc2c(O)n(-c3nccs3)c(=O)c3ccccc23)c(C)c1	-3%	-3%	?	-6%	5%	25µM*	7%	1%	-1
COC(=O)Cc1ccc(NC(=S)NNC(=O)c2ccccc2Br)cc1	-11%	-2%	-4%	-22%	-13%[57.1 µM]	3%	-3%	1%	-6
CCNC(=O)/C(C#N)=C/c1c(N(Cc2ccccc2)Cc2ccccc2)nc2ccccn2c1=O	2%	-3%	-13%	17%	14%	-10%	?	-27%	0
COc1ccccc1OCC(=O)Nc1nc(C)c(C)s1	4%	-6%	-18%	-1%	19%	-29%	5%	-8%	-8
O=C(CSc1nccn1Cc1ccc(F)cc1)Nc1ccc2c(c1)OCO2	-3%[57.1 µM]	2%	-14%	4%	12%[57.1 µM]	-3%	7%	8%	-4
CCOc1ccc(OCC)c(NC(=O)C2C3C=CC(O3)C2C(=O)O)c1 (stereo not given)	·	-1%	-25%	·	·	-6%	-6%	-1%	11
Cc1cc(C(=O)N/N=C/c2c(C)nn(-c3ccccc3)c2C)n[nH]1	-11%	2%	-8%	1%	-19%	5%	12%	2%	-2

Quoted at random: 5 entries already listed.
SMILES	TrxR1 substrate	GRP78 ERSR act	USP1 inh	RGS4 inh	TrxR1 inh	Vif-A3F inh	IDH1 R132H inh	Vif-APOBEC3G blk	LDHA inh
COc1ccc(N2C(=O)C(F)(F)C2c2ccc(C)cc2)cc1OC (stereo not given)	-2%	-4%	-19%	-48%	-6%	-23%	8%	-10%	2
CNC1(C)C2CCC(C2)C1(C)C (stereo not given)	2%[57.1 µM]	-1%&-5%	·	6%[56.9 µM]	-6%[57.1 µM]	·	·	·	·
CCOC(=O)N1CCC(N2CCN(C3CCCC3)C(CCO)C2)CC1 (stereo not given)	12%[11.4 µM]	-2%	-8%	-6%	32%[11.4 µM]	?	26%	1%	-6
C[C@@H](C(=O)Nc1ccccc1N1CCOCC1)N1C(=O)C2CC=CCC2C1=O (stereo not given in full)	11%[57.1 µM]	1%	-1%	-5%	9%[57.1 µM]	-4%	3%	0%	5
O=C(COc1cc2oc(=O)c3c(c2cc1Cl)CCC3)NCCCn1ccnc1	2%	-3%	-10%	-17%	15%	-2%	10%	5%	-1

An excerpt. The share of hits here may be higher or lower than overall.
